High-throughput results deposited in PubChem BioAssay by National Center for Advancing Translational Sciences (NCATS).
aSyn yeast inh: qHTS of alpha-syn Inhibitors | Yeast expressing alpha-synuclein, growth rescue, BacTiter-Glo, 24 h | Potency, µM (top dose mostly 46.1 µM), inactives show at the highest dose growth rescue (activation), usual class: activators | hit rate 0.14% among 370,000 | AID 652106, 2013; also: potency is read from the fitted curve at half-maximal effect; % of control where 0% means no effect; nearly all actives have a fitted effect of over 65% in size
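Screening used galactose-induced yeast with toxic alpha-synuclein levels, exposed to compound for 24 hr at 30 deg C. Cell growth, read with BacTiter-Glo luminescence, gave the measured signal.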
DRD3 agonist: qHTS of D3 Dopamine Receptor Agonist: qHTS | D(3) dopamine receptor (Homo sapiens), P35462 | D3R DiscoveRx beta-arrestin cells, luminescence, 90 min | max activation, % | hit rate 0.58% among 410,000 | AID 652048, 2013; in the data active = max activation above about 30%; also: 0% is about no effect; mostly tested at two doses, the higher about 12 µM
Target sequence (P35462 whole entry, looked up): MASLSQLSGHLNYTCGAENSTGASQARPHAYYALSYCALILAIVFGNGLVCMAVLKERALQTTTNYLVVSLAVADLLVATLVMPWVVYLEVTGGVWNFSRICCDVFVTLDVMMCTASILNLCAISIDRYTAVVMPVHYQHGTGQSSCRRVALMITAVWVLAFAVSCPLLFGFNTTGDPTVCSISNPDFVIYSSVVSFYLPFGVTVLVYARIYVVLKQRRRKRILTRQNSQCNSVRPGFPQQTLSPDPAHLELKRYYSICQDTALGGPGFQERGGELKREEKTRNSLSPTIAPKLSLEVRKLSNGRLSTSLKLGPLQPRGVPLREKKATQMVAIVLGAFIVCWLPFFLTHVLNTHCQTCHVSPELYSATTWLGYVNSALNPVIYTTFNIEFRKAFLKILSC
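Agonist mode: compounds and dopamine controls were applied to plated cells for 90 min at 37 degrees C after an overnight attachment at 1500 cells/well. Luminescent read-out followed 30 - 60 minutes at room temperature with DiscoveRx detection reagent.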
DRD3 antagonist: qHTS of D3 Dopamine Receptor Antagonist: qHTS; D(3) dopamine receptor (Homo sapiens), P35462; D3R cells, DiscoveRx beta-arrestin luminescence, antagonist mode; active compounds read low; max response, negative = inhibition, %; hit rate 2.5% among 360,000; AID 652054, 2013; in the data active = max response below about -50%; inconclusive = no clear call, values can overlap the other calls; also: % is scaled to controls: 0 for no effect and ±100 for the full control effect; mostly tested at two doses, the higher about 12 µM
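Cells expressing the human receptor were seeded at 1500 cells/well, incubated overnight at 37 degrees C in 5% CO2, then exposed to library compounds with dopamine controls for 90 minutes at 37 degrees C before luminescent detection.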
GLP-1R inv ag: qHTS of GLP-1 Receptor Inverse Agonists (Inhibition Mode); Glucagon-like peptide 1 receptor (Homo sapiens), P43220; HEK293 GLP-1R CRE-luciferase, luminescence, 24 h; GLP-1R form is constitutively active; Potency, µM (doses to about 38.3 µM), inactives show top-dose activity change, negative = inhibition, most hits filed as inhibitors; hit rate 1.6% among 410,000; AID 624417, 2012; also: potency is read from the fitted curve at half-maximal effect; % is scaled to controls: 0 for no effect and ±100 for the full control effect; nearly all actives have a fitted effect of over 55% in size
Target sequence (P43220 whole entry, looked up): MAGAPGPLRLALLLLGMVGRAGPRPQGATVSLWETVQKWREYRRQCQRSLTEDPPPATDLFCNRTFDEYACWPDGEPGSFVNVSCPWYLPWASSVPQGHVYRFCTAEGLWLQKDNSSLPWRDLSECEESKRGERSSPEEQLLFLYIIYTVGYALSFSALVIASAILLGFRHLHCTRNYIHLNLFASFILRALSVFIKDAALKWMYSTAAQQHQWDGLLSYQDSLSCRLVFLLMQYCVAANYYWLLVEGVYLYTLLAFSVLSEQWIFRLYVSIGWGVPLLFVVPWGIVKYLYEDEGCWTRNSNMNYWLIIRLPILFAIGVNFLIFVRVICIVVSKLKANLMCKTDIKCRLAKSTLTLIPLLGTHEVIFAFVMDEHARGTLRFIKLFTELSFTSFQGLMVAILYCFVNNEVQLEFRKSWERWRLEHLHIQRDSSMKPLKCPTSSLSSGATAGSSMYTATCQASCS
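Assay principle: reduced luminescence from a cAMP-responsive reporter in HEK293 cells co-expressing a constitutively active GLP-1R. Conditions: 24 hr compound incubation, 37 deg C, 5% CO2.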
GLP-1R agonist: qHTS of GLP-1 Receptor Agonists; hit rate 0.007% among 380,000; HEK293 GLP-1R CRE-luciferase, luminescence, 4-6 h; cells express a hypersensitive GLP-1R form; Potency, µM (titrated, usually from 45.6 µM), inactives show top-dose activation, actives largely listed as activators; Glucagon-like peptide 1 receptor (Homo sapiens), P43220; also: potency is read from the fitted curve at half-maximal effect; % of control where 0% means no effect
PTHR1 agonist: qHTS for PTHR1 Agonists: Primary Screen. Parathyroid hormone/parathyroid hormone-related peptide receptor (Homo sapiens), Q03431. HEK293 GP2 PTHR1 cells, GloSensor cAMP luminescence, 1 h. Potency, µM (titrated, usually from 115 µM), for the others: at the highest dose activation, hits mostly activators. hit rate 0.075% among 410,000; also: potency is read from the fitted curve at half-maximal effect; nearly all actives have a fitted effect of over 55% in size; some results filed as inactive show a strong effect at the top dose; inactives centre near -15; many of its hits are not listed in these tables
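HEK-293-derived GP2 cells expressing PTHR1 and a GloSensor cAMP reporter, 3,000/well, plated overnight, given luciferin plus IBMX (each 0.5 mM as added) for 1 h at 37 °C, then compound for 1 h at 37 °C. Luminescence was read after 15 min at room temperature.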
KB-V1 cytotox: qHTS assay for MDR1-selective chemotherapeutics: Primary screen using the drug-selected MDR subline cells KB-V1; AID 1347076, 2019; hit rate 3.4% among 400,000; Potency, µM (top dose mostly 46.1 µM), inactives show top-dose activity change, negative = cytotoxicity, most hits filed as cytotoxic; KB-V1 MDR cells viability, CellTiter-Glo, 72 h; also: potency is read from the fitted curve at half-maximal effect; % is scaled to controls: 0 for no effect and ±100 for the full control effect; nearly all actives have a fitted effect of over 60% in size
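Following 72 h at 37 degrees C with compound, KB-V1 cell viability was read by CellTiter-Glo luminescence, medium being phenol-red-free DMEM plus 10% FBS; concentration-response parameters came from normalized, curve-fitted qHTS data.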
TDP-43 yeast inh: qHTS of TDP-43 Inhibitors | hit rate 1.8% among 410,000 | Potency, µM (doses to about 46.1 µM), inactives show at the top dose growth rescue (activation), most hits filed as activators | AID 652104, 2013 | TDP-43 expressing yeast growth rescue, BacTiter-Glo, 24 h; also: potency is read from the fitted curve at half-maximal effect; % of control where 0% means no effect; nearly all actives have a fitted effect of over 50% in size
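Luminescence from BacTiter-Glo reports growth of TDP-43-expressing yeast after 24 hr at 30 deg C with compound. Cells were raffinose-pregrown to mid-log, then seeded in galactose medium at OD600=0.02.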
HEK293 tox: qHTS of GLP-1 Receptor Inverse Agonists: Cytotox Screen. HEK293 cAMP-luciferase reporter cells, luminescence, 24 h. Potency, µM (highest dose often 38.3 µM), inactives show at the top dose activity change, negative = inhibition, most hits filed as inhibitors. hit rate 0.13% among 410,000. AID 624418, 2012;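 also: loss of luciferase light is scored as toxicity; potency is read from the fitted curve at half-maximal effect; % is scaled to controls: 0 for no effect and ±100 for the full control effect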
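Luminescence readout: signal drop marks cytotoxicity. Plated cells grew 12 h at 37 °C, 5% CO2, received 23 nL compound for 24 h, then got luciferase reagent, read after 12 min at RT.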
The depositor's hits bear a star; i = inactive; ? = inconclusive; nt = no result given; & = joins results of further samples; [ ] = dose if it differs, or a comment. Unless noted, calls follow the shape of the dose curve; as a rule, active = well fitted curve in the direction sought with a large enough effect; inconclusive = small, poorly fitted or top-dose-only effect, or another doubt; inactive = no such curve, though single readings can be large; an effect the other way counts as inactive or inconclusive.

(1) COc1cc(C2NC(=O)NC(C)=C2[N+](=O)[O-])cc(OC)c1OC (stereo not given)
(2) CCCCCCCCOC(=O)c1ccc(N)cc1
(3) CCCCOc1ccc(OCCNC(=O)c2ccco2)cc1
(4) Cn1cccc1C(=O)NCC(c1ccco1)N1CCCCC1 (stereo not given)
(5) COc1cccc(Nc2nc(-c3sc(N)nc3C)cs2)c1
(6) O=C(N/N=C/c1cccnc1)c1cccc(Cl)c1
(7) COc1ccccc1CNC(=O)Cn1nc(C)c2nn(-c3ccc(Cl)cc3)c(C)c2c1=O
(8) CCOC(=O)N1CCN(C(=O)c2ccc3oc(CCc4ccccc4)nc3c2)CC1
(9) COc1ccc(C(=O)Nc2nc3ccccc3c(=O)[nH]2)cc1
(10) CCc1cccc(C)c1NC(=O)CCNC(=O)c1cccc(C)c1
assay / entry,1,2,3,4,5,6,7,8,9,10
aSyn yeast inh,-1%,-20%,0%,2%,-14%,-1%,nt,11%,1%,6%
DRD3 agonist,2,6,3,0,3,-4,5,-3,-14,-5
DRD3 antagonist,1,13,5,7,10,-8,nt,-8,8,0
GLP-1R inv ag,2%,?,?,-19%,1%,23%,4%,-13%,?,-11%
GLP-1R agonist,2%,2%,18%,11%,-1%,11%,nt,4%,-11%,9%
PTHR1 agonist,-22%,i,i,i,i,-3%,-26%,-1%,-30%,-28%
KB-V1 cytotox,2%,5%,?,-1%,0%,?,nt,-2%,-14%,-22%
TDP-43 yeast inh,2%,15%,24%,-12%,-7%,-5%,6%,18%,8%,-13%
HEK293 tox,-1%,-1%,-1%,4%,-10%,2%,-8%,-2%,-13%,-22%

Three compounds picked at random from the list so far, as already listed:
(5) COc1cccc(Nc2nc(-c3sc(N)nc3C)cs2)c1
(8) CCOC(=O)N1CCN(C(=O)c2ccc3oc(CCc4ccccc4)nc3c2)CC1
(10) CCc1cccc(C)c1NC(=O)CCNC(=O)c1cccc(C)c1
assay / entry,5,8,10
aSyn yeast inh,-14%,11%,6%
DRD3 agonist,3,-3,-5
DRD3 antagonist,10,-8,0
GLP-1R inv ag,1%,-13%,-11%
GLP-1R agonist,-1%,4%,9%
PTHR1 agonist,i,-1%,-28%
KB-V1 cytotox,0%,-2%,-22%
TDP-43 yeast inh,-7%,18%,-13%
HEK293 tox,-10%,-2%,-22%

Later entries
(11) CCCCNC(=O)c1ccc(Cn2c(=S)[nH]c3c([nH]c4ccc(OC)cc43)c2=O)cc1
(12) CC(CCc1ccccc1)NC(=O)Cc1ccc(Br)cc1 (stereo not given)
(13) O=S(Cc1ccc(Br)cc1)Cc1nnc(SCc2c(Cl)cccc2Cl)n1-c1ccccc1 (stereo not given)
(14) O=C(Nc1ccc(Oc2nnc(-c3ccccc3)c3ccccc23)cc1)c1ccccc1
(15) CCCn1c(N)c(N(CCOC)C(=O)COC(=O)CSc2cc(C)c3ccccc3n2)c(=O)[nH]c1=O
(16) O=C(NC1CCCCC1)N(Cc1ccc(F)cc1)Cc1nc2ccccc2c(=O)[nH]1
(17) Cc1nc(C)c(-c2ccc(SCC(=O)Nc3ccc(F)c(F)c3)nn2)s1
(18) CCOc1cc(S(=O)(=O)N2CCCCC2)ccc1Cl
(19) Cc1ccc(C)c(S(=O)(=O)c2cn(C)c3cc(F)c(F)cc3c2=O)c1
(20) NC(Cc1ccc(C(F)(F)F)cc1)c1csc(Nc2cc(NCc3ccco3)ncn2)n1 (stereo not given)
assay / entry,11,12,13,14,15,16,17,18,19,20
aSyn yeast inh,-7%,3%,12%,4%,2%,-4%,nt,2%,nt,-11%
DRD3 agonist,-1,-2,5,-2,4,-6,22,-11,7,2
DRD3 antagonist,-65*,?,2,-15,5,4,nt,-29,nt,25
GLP-1R inv ag,22%,?,?,7%,10%,5%,9%,?,5%,?
GLP-1R agonist,-7%,1%,-4%,14%,-4%,2%,nt,1%,nt,-7%
PTHR1 agonist,i,-30%,i,-16%,i,-16%[57.5 µM],i,-19%,i,i
KB-V1 cytotox,21%,-1%,0.82µM*,-2%,19%,-11%,nt,-2%,1%,-3%
TDP-43 yeast inh,8%,?,-12%,11%,14%,-16%,25%,?,31%,23%
HEK293 tox,-5%,-4%,-28%,-18%,7%,20%,1%,9%,4%,-28%

(21) O=C1CSC(=S)N1c1cccc(F)c1
(22) COCCn1c(SCC(=O)N2CCC(C)CC2)nc2ccccc2c1=O
(23) CCN(CC)CCN(C)C1CCC(c2ccccc2)CC1 (stereo not given)
(24) CCS(=O)(=O)c1ccc2oc(SCC(=O)c3ccco3)nc2c1
(25) Cc1c(C(=O)NCCSCc2ccco2)cccc1[N+](=O)[O-]
(26) Cc1cccc(C)c1OCCCCn1cnc2ccccc2c1=O
(27) Cc1ccc(C(C)NC(=S)NC2CCCCC2)c(C)c1 (stereo not given)
(28) O=C(Nc1ccc2c(c1)OCO2)c1ccc2sc([C@@H]3O[C@H](CO)[C@@H](O)[C@H]3O)nc2c1
(29) CCCOc1cccc(C2C(C(=O)c3ccc(C)o3)=C(O)C(=O)N2c2nc(C)c(C(C)=O)s2)c1 (stereo not given)
(30) CCOC(=O)C1=C(N)Oc2ccc3ccccc3c2C1c1cccc(O)c1 (stereo not given)
assay / entry,21,22,23,24,25,26,27,28,29,30
aSyn yeast inh,-13%,2%,1%,-9%,-17%,14%,-25%,-2%,2%,2%
DRD3 agonist,8,-2,-9,-6,5,13,2,-1,-2,-4
DRD3 antagonist,4,29,-28,0,10,19,-11,0,4,4
GLP-1R inv ag,-14%,2%,?,-1%,1%,?,?,13%,19%,?
GLP-1R agonist,-5%,2%,4%,-1%,1%,11%,2%,-6%,0%,8%
PTHR1 agonist,-7%,i,-16%,-27%[57.5 µM],0%,-32%[inhibitor],-17%,-45%[inhibitor],-15%,-65%[inhibitor]
KB-V1 cytotox,-5%,-12%,?,-12%,0%,-15%,?,1%,?,-14%
TDP-43 yeast inh,0%,-9%,-25%,-19%,15%,11%,20%,5%,6%,1%
HEK293 tox,1%,?,9%,-18%,-7%,5%,-46%,6%,0%,-9%

(31) Cc1cc(=O)oc(C)c1C(=O)NC1CCCCCCC1
(32) O=C(NCC1CCCO1)c1ccc(CSCc2cccc(F)c2)o1 (stereo not given)
(33) Nc1ccc(S(=O)(=O)NCc2ccccn2)cc1
(34) COc1cccc2c1O/C(=N\O)C(C(=O)Nc1ccc(C)cc1)C2 (stereo not given)
(35) CCN(C1CCCCC1)S(=O)(=O)c1cc2c3c(c1)CCN3C(=O)CC2
(36) CC(Sc1nnc(CNc2cccc3ccccc23)n1-c1ccccc1)C(=O)N/N=C/c1ccco1 (stereo not given)
(37) COc1ccnc(-n2cccc2C#N)c1C#N
(38) N#Cc1c(N)n(CCOC(=O)c2ccc(Cl)cc2)c2nc3ccccc3nc12
(39) COc1ccc(CNC(=O)c2nc(S(=O)(=O)Cc3ccccc3)ncc2Cl)cc1
(40) COc1ccc(C2CC(c3ccccc3)=NN2C(=O)COC(=O)c2nc3nc(C)cc(C)n3n2)cc1 (stereo not given)
assay / entry,31,32,33,34,35,36,37,38,39,40
aSyn yeast inh,1%,1%,0%,2%,0%,-3%,6%,7%,0%,0%
DRD3 agonist,0,-9,-5,-1,-17,-3,-7,-1,-5&-20,-8
DRD3 antagonist,-17,7,-1,-7,-8,4,12,3,-97*,5
GLP-1R inv ag,22%,-27%,5%,?,33%[activator],-3%,13%,7%,?,55%[activator]
GLP-1R agonist,-1%,15%,12%,3%,18%,0%,2%,3%,-13%,7%
PTHR1 agonist,i,-18%,i,i,?,-18%[57.5 µM],i,i,-5%&-12%,-15%
KB-V1 cytotox,-7%,-25%,17%,-5%,-24%,10%,0%,-11%,-7%,-5%
TDP-43 yeast inh,-12%,6%,-4%,17%,0%,0%,-1%,-6%,17%&15%,1%
HEK293 tox,8%,3%,-9%,-14%,18%,4%,0%,360%[activator],?,3%

(41) CCc1cc2c(cc3c(=O)n(CC(=O)NC(C)C)nc(CC)n32)s1
(42) CCCCNC(=O)C1c2ccccc2Oc2ccccc21
(43) CC(C)OC(=O)/C(C#N)=C/c1cn(C)c2ccccc12
(44) CCOc1ccc(/C=C/C(=O)c2c(O)c3ccccc3oc2=O)cc1
assay / entry,41,42,43,44
aSyn yeast inh,nt,-1%,2%,5%
DRD3 agonist,9,-4,16,-6
DRD3 antagonist,nt,-5,-3,-22
GLP-1R inv ag,5%,-24%,?,?
GLP-1R agonist,nt,1%,25%,-2%
PTHR1 agonist,-14%,-89%[inhibitor],i,i
KB-V1 cytotox,nt,17%,1%,12µM*
TDP-43 yeast inh,17%,23%,10%,-7%
HEK293 tox,-1%,1%,-19%,5%

The list is partial, so the mix of outcomes need not match the whole.
